Bioassay records: PubChem BioAssay, Broad Institute
RAD52 anneal inh: RAD52 (human) annealing inhibition. P43351. recombinant RAD52 DNA annealing, FRET fluorescence. inhibition, % at 18.7 µM. actives 0.46% (n = 360,000). AID 651710;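 active = every replicate showing at least 50% inhibition; inconclusive = mean inhibition at least 50% but not in every replicate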
RAD54 inh: RAD54 (human) branch migration inhibition; Q92698; RAD54 Holliday junction branch migration, FAM/BHQ fluorescence; inhibition, % at 10.4 µM; actives 0.14% (n = 360,000); AID 602329;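 active = mean normalized replicate activity at least 40 and at least half of replicates scoring 40 or more; inconclusive = only one of the two criteria met; inactive = mean below 40 and under half of replicates reaching 40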;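 note: 0% = median of neutral control wells and 100% = median of positive control wells; inhibitors cause a drop in the FAM fluorescence signal; in these data hits start at about 50%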
CASP6 VEID inh: inhibitors of human caspase-6. AID 686996. purified caspase-6, Z-VEID-R110 cleavage fluorescence. inhibition, % at 12.5 µM. actives 0.53% (n = 350,000);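 active = mean inhibition across replicates at least about 35%, with every replicate also reaching that limit, limit read from the data; inconclusive = only one of the two criteria met; inactive = neither criterion met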;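 note: 0% = median of neutral control wells and 100% = no fluorescence left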
Target sequence (P55212 24-179 limits assumed): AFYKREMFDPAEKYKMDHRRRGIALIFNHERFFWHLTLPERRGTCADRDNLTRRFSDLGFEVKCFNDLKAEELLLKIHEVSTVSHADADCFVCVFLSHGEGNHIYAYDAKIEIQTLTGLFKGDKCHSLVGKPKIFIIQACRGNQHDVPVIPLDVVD
Target sequence (P55212 194-293 limits assumed): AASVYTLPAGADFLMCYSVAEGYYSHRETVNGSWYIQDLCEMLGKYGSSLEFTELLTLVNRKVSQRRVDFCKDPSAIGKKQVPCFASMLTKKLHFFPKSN
Xi reactivation: activators of X-chromosome reactivation in mouse fibroblasts. XiGFP mouse fibroblasts, % GFP-positive cells imaging, 3 d; cells co-treated with 5-aza-dC sensitizer; scaled so ellipticine positive control = 100%. activation, % at 7.58 µM. actives 0.055% (n = 360,000). AID 743238;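 active = mean normalized replicate activation at least 10% and every replicate at or above 10%; inconclusive = only one of the two criteria met; inactive = mean below 10% and not all replicates reach 10%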;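 note: 0% = median of on-plate neutral control wells and 100% = ellipticine 6 µM median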
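Material: SV40-immortalized XiGFP fibroblast cells, line 68-5-11 | Buffer or medium: DMEM containing 5-aza-dC | Dosing: One concentration, pinned | Times: 3 d treatment, 15 min room-temperature fixation | Controls: Ellipticine 6 µM positive control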
DENV2 CPE rescue: inhibitors of DENV2 cytopathic effect; DENV2-infected cells, cytopathic effect rescue, plate reader; actives 1.7% (n = 350,000); CPE inhibition, % at 9.99 µM; in the data active = CPE inhibition above about 20%, passing the limit was not always enough; inconclusive = no clear call, values can overlap the other calls; tested in BHK-21 cells;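 note: 0% = median of neutral control wells and 100% = median of positive control wells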
INS-1E GSIS act: primary screen for activators of insulin secretion dependent on glucose, INS-1E cells, GLuc reporter luminescence; activation, % at 16.6 µM; actives 0.61% (n = 370,000); INS-1E GLuc reporter insulin secretion, 2-3 h;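 active = lowest replicate activation of at least 40%, so every replicate reaches that level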;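 note: 0% = median of neutral control wells and 100% = median of IBMX positive control wells; some compounds called inactive have numbers as strong as hits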
E-sel inducer: E-selectin induction on HUVECs; HUVEC E-selectin immunofluorescence imaging; normalized: neutral wells 0, TNF-alpha wells 100; activation, % at 7.58 µM; actives 0.37% (n = 260,000);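 active = mean E-selectin-positive cell signal at least 10% of the positive control, reached in at least 60% of replicates, without over 20% cell loss; inconclusive = no rule given, readout overlaps actives, possibly toxicity-flagged; inactive = the rest, including those meeting only one limit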;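 note: in these data hits start at about 27%; measured in HUVEC primary endothelial cells; signal is the percent of cells scored E-selectin positive by PE staining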
Target sequence (P16581 whole entry, looked up): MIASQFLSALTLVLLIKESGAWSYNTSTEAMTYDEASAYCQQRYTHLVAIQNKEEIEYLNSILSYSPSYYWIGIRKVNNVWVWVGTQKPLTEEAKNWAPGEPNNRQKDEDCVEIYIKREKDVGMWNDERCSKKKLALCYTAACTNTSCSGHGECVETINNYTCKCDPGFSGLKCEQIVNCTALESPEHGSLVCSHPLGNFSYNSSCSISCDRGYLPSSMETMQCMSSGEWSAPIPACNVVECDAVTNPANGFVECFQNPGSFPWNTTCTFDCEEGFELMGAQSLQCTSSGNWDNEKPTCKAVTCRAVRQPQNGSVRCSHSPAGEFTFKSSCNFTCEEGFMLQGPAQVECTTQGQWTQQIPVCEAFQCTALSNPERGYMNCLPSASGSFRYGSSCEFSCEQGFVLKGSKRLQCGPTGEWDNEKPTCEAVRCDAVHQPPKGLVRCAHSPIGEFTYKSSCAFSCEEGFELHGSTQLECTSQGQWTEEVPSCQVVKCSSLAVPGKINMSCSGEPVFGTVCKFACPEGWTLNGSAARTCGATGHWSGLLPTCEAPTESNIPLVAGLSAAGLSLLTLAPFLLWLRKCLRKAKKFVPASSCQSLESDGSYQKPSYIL
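Test system – human umbilical vein endothelial cells (HUVEC), E-selectin induction · Input – 3,000 HUVEC seeded per well · Buffer or medium – EGM-2, gelatin · Compound dosing – single-point compound dose · Detection – immunofluorescence imaging · Measure – percent E-selectin-positive cells · Controls – TNF-alpha high, DMSO low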
CFTR F508del cor: CFTR F508del correction in bronchial cells; CFBE cells, YFP halide quenching; stimulated with forskolin plus potentiator P3; % fluorescence drop versus neutral controls; actives 0.36% (n = 350,000); activity (quench increase), % at 7.58 µM;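 active = mean added fluorescence quench of at least 8% versus neutral control, with both replicates also reaching 8%; inconclusive = only one of the mean or replicate conditions met; inactive = mean below 8% and not both replicates reaching 8%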;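 note: cells transiently co-express mutant CFTR-F508del with the halide-sensitive YFP; corrector assay measuring rescue of mutant channel to the surface after 24 h compound exposure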
Active calls of the source: *; u = inconclusive; x = no result given; & = joins results of further samples.

SMILES	RAD52 anneal inh	RAD54 inh	CASP6 VEID inh	Xi reactivation	DENV2 CPE rescue	INS-1E GSIS act	E-sel inducer	CFTR F508del cor
COCCCN1C(=O)C(CC(=O)NC(c2ccccc2)c2ccccc2)CC(C(=O)N2CCOCC2)=C1C (configuration not stated)	-9	-2	-3	0.0	-2	2	-4.9	0.6
COc1ccc(CCNC(=O)Nc2nnc([C@H]3C[C@H](O)[C@@H](CO)O3)s2)cc1OC	-1	1	1	0.0	1	21	0.2	-2.0
CN1c2ccc(-c3cccc(F)c3)cc2[C@H]2[C@H](CCN2S(=O)(=O)c2cccc(F)c2)[C@@H]1CO	6	0	1	-0.1	-14	-41	0.1	0.0
CCCNc1nc(Nc2ccc(C)c(Cl)c2)c2cnn(C)c2n1	-9	-7	1	0.2	-5	-4	x	-1.9
C[C@@H]1CN([C@@H](C)CO)C(=O)Cc2cc(NC(=O)Cc3cn(C)c4ccccc34)ccc2O[C@@H]1CN(C)S(C)(=O)=O	-17	-5	0	-1.1	-4	6	x	-3.9
Cc1ccc(S(=O)(=O)Nc2ccc3c(c2)C(=O)N([C@@H](C)CO)C[C@H](C)[C@@H](CN(C)S(C)(=O)=O)O3)cc1	1	-3	2	-0.2	-1	14	-0.1	0.1
Cc1ccccc1N1CC(C(=O)N2CCCCCC2)CC1=O (configuration not stated)	-9	-4	0	1.3	-2	6	x	2.7
CCOc1ccc(CN2C(=O)c3ccccc3Sc3ccc(C(=O)NCCCN4CCOCC4)cc32)cc1	-18	5	-9	0.2	-2	-34	x	2.3
CC(=O)c1cc(NC(=O)c2ccc(C)cc2)c(=O)oc1C	-11	x	8	0.0	-3	-19	x	6.6
O=C(COc1ccc2c(-c3ccccc3)cc(=O)oc2c1)NCC1CCC(C(=O)O)CC1 (configuration not stated)	-4	13	-5	x	8	12	x	-1.7
CC(C)C#Cc1ccc2c(c1)O[C@H](CN(C)C)[C@H](C)CN([C@@H](C)CO)S2(=O)=O	13	-2	x	-0.5	-2	-3	0.5	-2.8
Nc1nc(-c2ccc(C(=O)O)cc2)cs1	-6	x	4	0.0	-3	-9	x	-0.8
C[C@H](CO)N1C[C@H](C)[C@H](CN(C)S(=O)(=O)c2cn(C)cn2)Oc2ncc(-c3ccccc3)cc2C1=O	4	-16	4	-0.4	-6	11	0.6	-0.8
CCCN1[C@H](C(=O)N2CCOCC2)[C@@H](CO)[C@@H]2Cn3c(ccc(-c4ccncc4)c3=O)[C@@H]21	-14	-14	0	0.1	12	10	-0.3	0.3
O=S(=O)(/N=C(/Nc1cccc2ccccc12)c1ccccc1)c1ccccc1	-6	-9	1	0.0	-5	3	0.1	2.1
Cn1cncc1COC(=O)c1ccc(Cl)cc1	-14	5	-2	0.0	3	18	0.1	-4.2
COC(=O)/C=C1\NC(=O)C(C)S1 (configuration not stated)	-9	-1	3	0.0	12	6	3.0	1.4
CC(=O)N/C(=C\c1ccccc1)C(=O)OCC(=O)N1CCCCCC1	-16	2	-3	0.0	u	-11	-1.3	-0.6
CCOC(=O)C1CCC(CN(Cc2ccccc2)S(=O)(=O)c2ccc([N+](=O)[O-])cc2)CC1 (configuration not stated)	-3	x	3	-0.3	5	x	0.5	x
CCCC(=O)N1CCC2(CC1)CN(C(=O)Nc1cccc(F)c1)[C@@H](CO)c1c2c2ccc(OC)cc2n1C	-1	x	2	0.1	0	-27	0.6	4.6
O=[N+]([O-])c1cc(Cl)c2cccnc2c1O	-25	x	x	0.0	5	-24	-0.1	-1.3
CCOc1cc(C(=S)N2CCOCC2)ccc1OS(=O)(=O)c1ccc(OC)cc1	-3	4	-3	0.1	1	-4	0.4	1.6
COc1ncnc(-c2ccccc2)c1-c1ccccc1	-9	x	2	0.1	9	3	x	x
CCC(=O)N(C)C[C@@H]1Oc2cc(C#CC3CC3)ccc2S(=O)(=O)N([C@@H](C)CO)C[C@@H]1C	14	-1	1	0.2	5	-2	-0.5	3.1
COc1ccc2c3c(n(C)c2c1)[C@H](CO)N(C)CC31CN(C(=O)NC(C)C)C1	0	x	x	0.1	9	17	-0.2	-1.7
CO[C@@H]1CC[C@H]2CCN(C)C(=O)CCCN(C)C(=O)c3cccc(C#N)c3OC[C@@H]1O2	1	-13	7	0.1	2	1	-0.1	x
CC(=O)c1ccc(OCCCN2CCCCC2)cc1	-7	-2	-4	x	x	7	x	x
COC(=O)C1=C(C)N(Cc2cccc(C(F)(F)F)c2)C(=NCc2ccc3c(c2)OCO3)NC1c1cccc(Cl)c1 (configuration not stated)	-21	x	0	0.3	-13	x	0.9	-1.7
COc1ccc(NS(=O)(=O)c2cc(NC(=O)c3ccc(=O)[nH]c3)ccc2N2CCOCC2)cc1	-18	-8	8	0.0	7	-1	x	-1.0
COc1ccc(CCNC(=O)C2CCN(S(C)(=O)=O)CC2)cc1OC	8	5	2	x	8	2	x	3.8
CC(=O)NC12CC3CC(C1)CC(C(=O)N(C)CC(=O)Nc1ccc(F)c(F)c1F)(C3)C2	-7	2	0	0.1	u	-13	x	2.2
C/C=C/c1ccc(C2[C@@H]3CN(C(=O)Cc4ccccc4)C[C@H]2N3)cc1 (some centres not stated)	-24&23	x	5&-10	0.0&0.1	-2&-5	-16&3	0.0&0.0	-1.9&-1.6
COc1ccc(S(=O)(=O)N(C)C[C@H]2Oc3ncc(/C=C/c4ccccc4)cc3C(=O)N([C@@H](C)CO)C[C@@H]2C)cc1	-1	4	1	-1.0	-6	-20	0.6	-2.0
COc1ccc(OCCCC(=O)OC(C)C(=O)Nc2ccccc2[N+](=O)[O-])cc1 (configuration not stated)	-1	-8	-19	0.0	-10	8	x	-7.5
O=C(CN1CCC(NC(=O)C2CCCCC2)CC1)Nc1ccccc1	-7	12	-2	0.5	u	2	x	3.9
Cc1ccc(S(=O)(=O)Nc2ccc3c(c2)C(=O)N([C@H](C)CO)C[C@@H](C)[C@H](CN(C)C(=O)C2CCCCC2)OCCCC[C@@H](C)O3)cc1	17	4	1	0.3	-9	-16	0.0	0.6
CCN(CC)c1ccc(N=Nc2ncn[nH]2)cc1	-52	x	5	0.5	1	-24	x	-0.8
COc1ccc(CCC(=O)NCCc2cn3c(C)csc3n2)cc1	-16	-7	-1	0.0	3	x	0.0	2.7
CC(NC(=O)/C(C#N)=C/c1ccc(N2CCOCC2)cc1)c1ccccc1 (configuration not stated)	-53	7	4	0.0	-6	-11	x	2.3
COc1ccc(S(=O)(=O)N2CCCCC2)cc1NC(=O)Cc1sc(C)nc1-c1ccc(F)cc1	-13	-1	4	0.0	9	-38	0.0	0.7
C[C@@H]1CN([C@H](C)CO)C(=O)c2cc(NC(=O)Nc3ccc(C(F)(F)F)cc3)ccc2O[C@@H](C)CCCCO[C@@H]1CN(C)CC1CCCCC1	-10	1	2	0.0	-3	16	0.7	-1.0
Cc1cc(CNC(=O)c2cccc(OC3CCN(S(=O)(=O)N(C)C)CC3)c2)on1	-14	-14	-5	0.1	3	20	-0.1	-1.3
O=C(NCC(c1ccco1)N1CCN(c2ccccc2)CC1)c1ccc2c(c1)OCO2 (configuration not stated)	-3	7	4	-0.1	5	-14	-0.2	-1.3
CCc1ccc(Nc2n[n+](-c3ccccc3)c(-c3ccc(C(=O)O)cc3)s2)cc1	-10	0	21	0.0	23*	-3	x	-1.0
Cc1ccc(C)c(-c2nnc(NC(=O)c3ccco3)o2)c1	-7	-4	-3	-0.1	-3	15	-1.9	-1.7
Nc1c(Cl)ncnc1N1CCN(c2ncnc(Cl)c2N)CC1	-22	x	0	0.3	-3	3	1.0	2.3
CCCNC(=O)C[C@@H]1CC[C@@H]2[C@H](COC[C@H](O)CN2C(=O)c2cccnc2)O1	-4	-1	-1	-0.1	-4	6	0.1	-1.0
CCOC(=O)CSc1ncnc2c1cnn2-c1ccc(C)cc1C	-12	x	0	0.0	u	-9	x	1.1
Cc1ccc(C)c(S(=O)(=O)Nc2ccc(C(=O)NCCCN3CCOCC3)cc2)c1	-1	x	-3	0.0	4	-12	4.3	-2.9
Cc1ccc(C(=O)OCC(=O)NC(=O)c2cccn2C)cc1[N+](=O)[O-]	-21	-1	-1	0.3	14	22	-1.4	0.4
COc1cc(C(C)=O)ccc1OCC(=O)Nc1ccc(Cl)c(S(=O)(=O)N2CCOCC2)c1	-27	-24	2	0.0	-5	-13	1.2	3.3
COc1ccc(CCNC(=O)C2CCN(S(=O)(=O)c3ccc(F)cc3)CC2)cc1	-8	-5	3	0.0	-5	x	x	-5.3
Cn1cc(Br)c(C(=O)NN2C(=O)C3C(C2=O)C2C=CC3C23CC3)n1 (configuration not stated)	-15	-10	-3	0.1	-5	15	11	0.5
Cc1cc(C(=O)NCC(=O)Nc2c(C)cccc2C)c(C)o1	-8	0	-1	0.1	4	-1	0.6	-2.2
C[C@@H]1CCCCO[C@H](CN(C)C(=O)CCCN(C)C)[C@@H](C)CN([C@H](C)CO)C(=O)c2cc(NC(=O)CCC(F)(F)F)ccc2O1	-6	7	-7	-0.5	x	15	-0.4	-4.3
COc1cccc(CN(C)C(=O)c2csc3c2CCCC3)c1OC	2	-7	0	0.1	-7	10	x	1.3
COCCN1C(=O)CCC1(C)C(=O)Nc1ccc2c(c1)OCCO2 (configuration not stated)	-1	0	-2	0.2	-3	13	0.0	1.6
CC(=O)c1ccc(OCCCC(=O)NC2CCCc3ccccc32)cc1 (configuration not stated)	-21	3	0	-0.1	22*	-14	x	-1.0
Cc1ccc(S(=O)(=O)N(C)CC(=O)NCCc2c[nH]c3ccccc23)cc1	-22	-5	-1	0.1	-3	22	0.2	-2.2
Cc1cccc(Nc2ccc3nonc3c2[N+](=O)[O-])c1C	-18	-5	0	0.2	u	2	0.4	0.9
The list continues.
SMILES	RAD52 anneal inh	RAD54 inh	CASP6 VEID inh	Xi reactivation	DENV2 CPE rescue	INS-1E GSIS act	E-sel inducer	CFTR F508del cor
OCCC1CN(Cc2cnc(-c3ccc(Cl)cc3)nc2)CCN1C1CCCCC1 (configuration not stated)	3	x	2	0.0	50*	x	-0.1	0.5
C[C@H](CO)N1C[C@H](C)[C@@H](CN(C)C)Oc2ccc(NS(=O)(=O)c3ccc(F)cc3)cc2C1=O	-6	8	0	0.0	10	-3	0.0	-4.6
CCOc1cccc(-c2c(C(=O)N/N=C/c3ccoc3)nnn2-c2nonc2N)c1	-13	0	18	0.1	3	13	10	1.2
CN(C)c1cc[n+](CC(=O)N2c3ccccc3Sc3ccccc32)cc1	-11	x	5	0.0	12	-2	0.0	0.4
Cc1csc2c(=O)sc(NC(=O)c3cccs3)nc12	-11	7	0	0.0	7	x	x	-0.4
CC1=C(C(=O)N(C)C)CC(CC(=O)NCc2ccco2)C(=O)N1Cc1ccccc1 (configuration not stated)	-4	7	0	-0.2	12	-7	0.0	-4.7
CCOCc1c(C(=O)NCC(c2ccco2)N2CCCC2)oc2ccccc12 (configuration not stated)	-37	-3	1	1.2	9	-8	0.7	-1.1
O=C(NCCCN1CCOCC1)c1cnccn1	-13	x	-6	0.0	3	30	1.5	0.2
Cc1cccc(-c2cc3nc(-c4ccccc4)cc(=O)n3[nH]2)c1	-5	-13	2	0.0	-1	5	24	-2.5
